# Runt-SMMHC FRET – inhibitors of RUNX1 Runt–CBFb-SMMHC binding, primary screen, biochemical, FRET, Cerulean-Runt, Venus-CBFb-SMMHC, uHTS | actives 0.74% (n = 220,000) | Cerulean-Runt/Venus-CBFb-SMMHC FRET ratio 530/480, 1 h | inhibition, % at 20 µM | Runt-related transcription factor 1 (Homo sapiens) + Core-binding factor subunit beta …;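 active = mean inhibition across duplicate retests at 20 µM reaching about 50%, limit read from the data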;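 also: 0% = DMSO wells and 100% = wells with excess untagged CBFb-SMMHC; inhibitors lower the FRET ratio by blocking Runt binding to CBFb-SMMHC; some results filed as inactive read as strong as hits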
# Runt-CBFb FRET – inhibitors of RUNX1 Runt–CBFb binding, primary screen, biochemical, FRET, Cerulean-Runt, Venus-CBFb, uHTS; Runt-related transcription factor 1 (Homo sapiens) + Core-binding factor subunit beta …; Cerulean-Runt/Venus-CBFb FRET ratio 530/480, 1 h; inhibition, % at 20 µM; actives 0.46% (n = 220,000); AID 1496, 2009;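 active = inhibition over about 50% at 20 µM in the single-dose screen, limit read from the data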;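 also: 0% = DMSO wells and 100% = excess unlabeled CBFb competitor control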
#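 Buffer or medium: Tris pH 7.5 buffer with BSA. Assay system: Cerulean-labeled Runt domain protein. Amount: each fluorescent fusion protein 100 nM. Read-out basis: loss of energy transfer signal. Incubation: 1 h compound exposure, room temperature. Probe or stimulus: Venus-CBFb binding partner, 100 nM. Detection: FRET, excitation 422 nm, emission at 530 and 480 nm.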
# L929 necroptosis – inhibitors of zVAD-triggered necroptosis, primary screen, L929 cells; viability rescue, % at 10 µM; actives 0.38% (n = 220,000); L929 zVAD necroptosis rescue, ATP luminescence, 24 h; with zVAD 60 µM;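 active = activation, scaled between plate controls, above about 75%, limit read from the data; inactive = activation under that limit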;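 also: 0% = zVAD with DMSO and 100% = DMSO alone without zVAD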
# Mdm2 ligase inh – MDM2-luciferase reporter signal enhancers, primary screen, MDM2 E3 ligase inhibitor project, cell-based, luminescence, 1536-well. E3 ubiquitin-protein ligase Mdm2 (Homo sapiens), Q00987. cell-based MDM2 ubiquitination luciferase reporter, 2 h; 0 = plate control, 100 = twice control, blank-subtracted. signal enhancement, % at 5 µM. actives 0.11% (n = 210,000). AID 1230, 2008;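 active = signal enhancement of 30% or more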;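 also: luminescence tracks abundance of the self-degrading MDM2-luciferase fusion protein; higher signal means inhibition of MDM2 E3 ligase activity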
#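 System: stable MDM2–luciferase fusion reporter cells / Input: 2000 cells seeded into each well / Schedule: 4 h settle plus 2 h compound, 37 °C / Compound: single-point 5 µM / Buffer or medium: cells held in DMEM / Benchmarks: control and blank well means / Evaluation: percent signal gain over controls, blank-subtracted / Measured by: luciferase luminescence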
# NCF1 inh – p47phox/p22phox peptide binding inhibitors, primary screen, biochemical, uHTS, NADPH oxidase regulatory subunit; Neutrophil cytosol factor 1 (Homo sapiens), P14598; fluorescence polarization, 2 h; inhibition, % at 24.7 µM; actives 0.53% (n = 220,000); AID 1274, 2008;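 active = inhibition above about 30%, limit read from the data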;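 also: 0% = p47phox with labelled peptide and 100% = labelled peptide alone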
# Target sequence (P14598 whole entry, looked up): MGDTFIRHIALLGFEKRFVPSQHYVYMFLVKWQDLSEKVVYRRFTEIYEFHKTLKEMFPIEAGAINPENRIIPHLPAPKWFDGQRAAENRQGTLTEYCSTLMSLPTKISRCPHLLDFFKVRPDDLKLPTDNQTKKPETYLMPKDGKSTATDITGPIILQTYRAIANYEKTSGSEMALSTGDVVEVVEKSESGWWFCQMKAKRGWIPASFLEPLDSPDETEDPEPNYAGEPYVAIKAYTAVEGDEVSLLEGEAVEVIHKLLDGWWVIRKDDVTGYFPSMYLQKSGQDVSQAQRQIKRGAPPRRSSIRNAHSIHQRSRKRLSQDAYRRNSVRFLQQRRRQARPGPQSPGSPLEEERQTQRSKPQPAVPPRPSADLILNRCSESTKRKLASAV
# EBV gp42 block – Epstein-Barr virus gp42 inhibitors, primary screen, biochemical, uHTS, fluorescence polarization. Glycoprotein 42 (Epstein-Barr virus (strain AG876)), Q1HVG2. Fluorescence polarization binding assay, mP read-out. inhibition, % (tested at 21.74 µM). actives 0.42% (n = 220,000); in the data active = inhibition above about 50%
# Target sequence (Q1HVG2 whole entry, looked up): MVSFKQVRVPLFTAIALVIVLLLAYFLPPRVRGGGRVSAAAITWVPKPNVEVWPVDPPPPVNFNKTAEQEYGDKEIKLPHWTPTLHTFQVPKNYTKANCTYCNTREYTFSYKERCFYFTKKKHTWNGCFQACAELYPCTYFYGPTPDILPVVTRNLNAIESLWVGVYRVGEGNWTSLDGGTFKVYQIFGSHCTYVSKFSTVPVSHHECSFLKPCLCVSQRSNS
# Hck Nef HTS – inhibitors of Nef-activated human Hck kinase, primary screen, biochemical, Z-Lyte FRET, 384-well, Hck-YEEI | Recombinant Hck-YEEI plus Nef, Z-Lyte FRET kinase assay | inhibition, % at 20 µM | actives 0.68% (n = 220,000);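 active = Hck-Nef kinase inhibition above about 50%, limit read from the data; inactive = inhibition below that limit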;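 also: 0% = DMSO with Hck plus Nef and 100% = Hck alone without Nef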
# 14-3-3 Bad PPI – inhibitors of 14-3-3 zeta/Bad binding, primary screen, biochemical, TR-FRET, bovine 14-3-3 zeta; actives 0.71% (n = 220,000); 14-3-3 protein zeta/delta (Bos taurus), P63103; inhibition, % at 21.7 µM; TR-FRET 14-3-3zeta/Dy647-pBad peptide displacement, 1 h;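 active = inhibition above about 70%, limit read from the data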;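 also: 0% = full 14-3-3 plus peptide FRET controls and 100% = background without 14-3-3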
# Target sequence (P63103 whole entry, looked up): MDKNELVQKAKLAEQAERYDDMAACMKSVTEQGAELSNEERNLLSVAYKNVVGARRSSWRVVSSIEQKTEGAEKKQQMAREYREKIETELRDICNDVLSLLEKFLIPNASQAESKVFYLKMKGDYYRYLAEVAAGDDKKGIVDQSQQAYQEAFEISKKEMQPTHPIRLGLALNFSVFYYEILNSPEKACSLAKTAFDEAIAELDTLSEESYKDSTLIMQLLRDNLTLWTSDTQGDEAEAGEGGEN
# Tb hexokinase – Trypanosoma brucei hexokinase 1 inhibitors, primary screen, biochemical, G6PDH-coupled NADH absorbance, MLSCN library; actives 0.11% (n = 220,000); recombinant TbHK1, G6PDH-coupled NADH A340; inhibition, % at 10 µM;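 active = inhibition of 50% or more in the single-dose primary screen; inactive = inhibition below 50%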
# Active calls of the source: *; . = no result given; [ ] = dose if it differs, or a comment. Compounds as they come; about 3.2% have a hit in one of these screens.
SMILES,Runt-SMMHC FRET,Runt-CBFb FRET,L929 necroptosis,Mdm2 ligase inh,NCF1 inh,EBV gp42 block,Hck Nef HTS,14-3-3 Bad PPI,Tb hexokinase
COC(=O)N=Nc1c(O)n(Cc2ccccc2)c2ccccc12,0,-1,0.1,3,-3,1,-2,4,-7
COc1ccccc1-c1cc2nc(C)cc(C)n2n1,-2,4,0.1,-13,-10,-15,-4,-2,-5
NC(=O)NC(Cc1ccccc1)C(=O)NCC1(N2CCCCC2)CCCCC1 (stereo not given),2,-1,-0.2,-7,-11,-17,1,0,5
O=C(Nc1ccc2c(c1)OCO2)C1CCN(S(=O)(=O)c2cccc3cccnc23)CC1,-4,2,3.0,-5,-5,-14,2,5[fluorescence artefact?],2
Cc1c(NC(=O)COC(=O)C2(c3ccccc3F)CCCC2)c(=O)n(-c2ccccc2)n1C,-7,1,1.4,-13,-8,-10,-3,-7,2
O=C(NCc1ccccc1C(F)(F)F)C12CN(Cc3ccccc3)CC1C(c1ccc([N+](=O)[O-])cc1)=NO2 (stereo not given),4,18,0.7,-1,-12,-14,0,35,3
S=c1[nH]c2ccc(Cl)cc2[nH]1,0,5,-0.6,-10,-17,-29,-3,2[fluorescence artefact?],-1
CCC(C)NC(=O)c1c(F)c(F)c(F)c(F)c1F (stereo not given),-2,1,0.4,-3,-10,-13,8,-3,4
CC(=O)Nc1cccc(/C(C)=N/NC(=O)c2ccc(NS(=O)(=O)c3cccs3)cc2)c1,-1,0,1.0,-10,-14,-16,18,4,-38
Cc1ccc(C)c(OCc2nnc(SCC(=O)NCc3ccc4c(c3)OCO4)o2)c1,1,-3,0.3,0,-14,12,3,-4,-2
CCSc1nc2c(c(=O)n1CC)SC(C)C2 (stereo not given),-2,-3,3.7,0,-4,-19,-15,-4,-18
CC1(C)OC2OC(COC(=O)c3ccccc3)C3OC(C)(C)OC3C2O1 (stereo not given),1,1,0.0,4,-9,-4,1,-10[fluorescence artefact?],21
COc1ccc(CNC(=O)c2cccc(N3CCCC3=O)c2)cc1,-4,1,-0.2,-31,-6,-3,11,0,-4
CCc1nnc(N2C(=O)c3ccc(Oc4ccc([N+](=O)[O-])cc4)cc3C2=O)s1,4,0,0.4,-11,-2,-13,4,12[fluorescence artefact?],-13
CCn1c(=S)sc2c(=O)n(-c3ccccc3)c(SC)nc21,-3,0,-0.6,4,-6,13,-1,15,-19
O=C(NCCN1CCOCC1)C(=O)NCc1ccco1,2,0,0.6,-29,7,1,1,-18,-3
COc1ccc(C(=O)CSc2nnc(Cn3cnc4ccccc43)o2)cc1,0,0,0.5,-9,-11,-1,-1,3,4
COc1cccc(C(=O)N2CCCC(c3nc(-c4cccs4)no3)C2)c1 (stereo not given),6,0,-0.1,-12,-7,-15,1,-6,1
Clc1ccc(-n2ncc3c(N4CCCCCC4)ncnc32)cc1,3,-2,3.0,-80,13,-19,-2,13,-4
O=[N+]([O-])c1ccc2c(c1Nc1ccccc1Cl)=NC1(CCCCC1)N=2,-5,1,0.2,-8,-35,3,1,2,-6
Cc1ccc(NC(=O)C2CCC(=O)N2)cc1C (stereo not given),-6,0,-0.2,-8,-9,-16,1,1,-1
CC(C)CC(NC(=O)c1ccc(Cl)cc1)C(=O)OCc1cc([N+](=O)[O-])cc2c1OCOC2 (stereo not given),2,1,0.6,-12,7,-7,0,-1,-6
CC(=O)NC(=S)Nc1ccc2oc(=O)ccc2c1,-4,2,0.6,-18,-2,-13,-2,-4,-24
c1ccc(Cc2noc(CN3CCC(CN4CCOCC4)CC3)n2)cc1,-2,0,1.9,0,0,-10,3,-5,1
Nc1cc(S(=O)(=O)Nc2ccc(Cl)cc2)ccc1N1CCOCC1,12,36,0.2,-16,-12,-14,-4,-1,-2

# Some of the entries so far, with two lines to a compound:
# Below each compound: Runt-SMMHC FRET | Runt-CBFb FRET | L929 necroptosis | Mdm2 ligase inh | NCF1 inh | EBV gp42 block | Hck Nef HTS | 14-3-3 Bad PPI | Tb hexokinase
CCSc1nc2c(c(=O)n1CC)SC(C)C2 (stereo not given)
 : -2 | -3 | 3.7 | 0 | -4 | -19 | -15 | -4 | -18
COc1ccc(CNC(=O)c2cccc(N3CCCC3=O)c2)cc1
 : -4 | 1 | -0.2 | -31 | -6 | -3 | 11 | 0 | -4

# Carrying on.
SMILES,Runt-SMMHC FRET,Runt-CBFb FRET,L929 necroptosis,Mdm2 ligase inh,NCF1 inh,EBV gp42 block,Hck Nef HTS,14-3-3 Bad PPI,Tb hexokinase
Cc1c(N=Cc2ccc[nH]2)c(=O)n(-c2ccccc2)n1C,1,-2,-0.1,-20,-5,-1,0,-15[fluorescence artefact?],-4
CC(C)N(N=Nc1ccc([N+](=O)[O-])cc1)C(C)C,-4,-2,0.7,-17,-4,0,2,2[fluorescence artefact?],-10
COc1cccc(OC)c1-c1nn(-c2ncc(C(F)(F)F)cc2Cl)c(=O)o1,0,0,0.6,.,-11,-8,25,-5,-11
CC(C)C(=O)Nc1ccc(NC(=O)c2ccccn2)cn1,-2,1,-0.7,-39,0,-13,-1,-3,-14
C=CCc1ccc(OCCn2cccc2C=O)c(OC)c1,-3,0,0.1,2,-3,-7,1,6,-1
CCCCOc1ccc(CON(C(C)=O)C(C)=O)cc1Cl,0,-5,0.6,-9,-16,-22,19,3,-5
CC(C)N(C(=O)NC(=O)Nc1ccccn1)S(C)(=O)=O,1,1,0.5,-1,-3,-2,4,2,-2
Cc1cc(C)c(OCC(=O)Nc2nc(-c3ccccn3)cs2)c(C)c1,-2,2,-0.3,-10,-7,-8,27,-26,4
CCC(=O)N1CCc2cc(S(=O)(=O)NCCC(=O)NC3CCCc4ccccc43)ccc21 (stereo not given),0,-5,12,5,2,-14,-1,-1,-2
Cc1ccccc1C(=O)NC(=S)Nc1ccccc1N1CCCC1,2,4,-1.0,-3,-7,12,0,-13,3
Cc1ccc(-n2ncc(C#N)c2/N=C/N2CCN(C)CC2)cc1,1,0,0.7,3,1,4,1,6,8
COc1ccc(CCN(C(=O)Cn2nnc3ccccc32)C(C(=O)NCC2CCCO2)c2ccncc2)cc1OC (stereo not given),-1,-1,1.8,3,0,-13,20,3,-2
COc1cc(OC)cc(C(=O)Nc2cccnc2)c1,2,0,0.0,-8,-2,2,2,-9,-1
NC(=O)C1CC(=O)N(c2ccc(OCc3ccc(Cl)cc3Cl)cc2)C1 (stereo not given),-3,1,-0.7,0,-7,-8,18,5,-7
COc1ccccc1NC(=O)C1CCN(c2ncccn2)CC1,-4,-2,0.6,-12,-8,-15,1,5,5
Cc1ccc(C)c(S(=O)(=O)Nc2ccc(O)cc2)c1,1,0,2.0,-12,-15,-17,0,-3[fluorescence artefact?],6
COc1ccccc1C(=O)Oc1ccc(C(C)(C)C)cc1,0,-4,-0.3,-14,-7,0,-19,.,-4
S=c1[nH]nc(Cc2c[nH]c3ccccc23)o1,2,2,-0.9,-17,0,-3,3,6,-4
CC(=O)c1c(C)[nH]c(C(=O)Nc2cc(C)cc(C)c2)c1C,-2,0,0.1,-9,0,-7,1,-10,-2
COc1ccccc1NC(=S)N1C2CCC1CC(NC(=O)NC13CC4CC(CC(C4)C1)C3)C2 (stereo not given),-8,-4,-0.3,-3,0,-28,0,-3,-7
CCn1nnnc1NC(=O)c1cc(OC)c(OC)c(OC)c1,0,2,1.0,5,1,-2,17,7,-9
Cc1nc(S/C(=C\c2ccc(-c3ccc(C(=O)O)c(Cl)c3)o2)C(=O)O)n[nH]1,-36,-23,2.1,-18,-17,-18,39,86*,-23
Cc1cc(C)cc(N(CC(=O)NCCSc2ccccn2)S(=O)(=O)c2ccccc2)c1,-2,0,-0.2,-21,-10,2,1,11,-4
CC1CCCCC1NC(=O)CCn1c(=O)oc2ccccc21 (stereo not given),0,-4,1.0,-6,-9,-4,-9,-6[fluorescence artefact?],-1
COc1cc(C(=S)N2CCOCC2)cc(OC)c1O,-2,11,0.0,-19,-15,-30,7,-3,-12
CC(Sc1ccc2c(c1)OCCO2)C(=O)Nc1ccc2c(c1)OCO2 (stereo not given),5,-2,0.9,4,-9,-14,0,-12,4
CSc1cccc(NC(=O)/C=C/c2cccc(Cl)c2)c1,-4,-1,7.1,12,-23,-7,3,8,5

# 14 compounds from above, ordered by heavy-atom count, lowest first.
SMILES,Runt-SMMHC FRET,Runt-CBFb FRET,L929 necroptosis,Mdm2 ligase inh,NCF1 inh,EBV gp42 block,Hck Nef HTS,14-3-3 Bad PPI,Tb hexokinase
S=c1[nH]nc(Cc2c[nH]c3ccccc23)o1,2,2,-0.9,-17,0,-3,3,6,-4
CC(C)N(N=Nc1ccc([N+](=O)[O-])cc1)C(C)C,-4,-2,0.7,-17,-4,0,2,2[fluorescence artefact?],-10
Cc1ccc(C)c(S(=O)(=O)Nc2ccc(O)cc2)c1,1,0,2.0,-12,-15,-17,0,-3[fluorescence artefact?],6
CSc1cccc(NC(=O)/C=C/c2cccc(Cl)c2)c1,-4,-1,7.1,12,-23,-7,3,8,5
CC(C)C(=O)Nc1ccc(NC(=O)c2ccccn2)cn1,-2,1,-0.7,-39,0,-13,-1,-3,-14
CCn1nnnc1NC(=O)c1cc(OC)c(OC)c(OC)c1,0,2,1.0,5,1,-2,17,7,-9
Cc1ccc(-n2ncc(C#N)c2/N=C/N2CCN(C)CC2)cc1,1,0,0.7,3,1,4,1,6,8
Cc1ccccc1C(=O)NC(=S)Nc1ccccc1N1CCCC1,2,4,-1.0,-3,-7,12,0,-13,3
NC(=O)C1CC(=O)N(c2ccc(OCc3ccc(Cl)cc3Cl)cc2)C1 (stereo not given),-3,1,-0.7,0,-7,-8,18,5,-7
COc1cccc(OC)c1-c1nn(-c2ncc(C(F)(F)F)cc2Cl)c(=O)o1,0,0,0.6,.,-11,-8,25,-5,-11
Cc1cc(C)cc(N(CC(=O)NCCSc2ccccn2)S(=O)(=O)c2ccccc2)c1,-2,0,-0.2,-21,-10,2,1,11,-4
CCC(=O)N1CCc2cc(S(=O)(=O)NCCC(=O)NC3CCCc4ccccc43)ccc21 (stereo not given),0,-5,12,5,2,-14,-1,-1,-2
COc1ccccc1NC(=S)N1C2CCC1CC(NC(=O)NC13CC4CC(CC(C4)C1)C3)C2 (stereo not given),-8,-4,-0.3,-3,0,-28,0,-3,-7
COc1ccc(CCN(C(=O)Cn2nnc3ccccc32)C(C(=O)NCC2CCCO2)c2ccncc2)cc1OC (stereo not given),-1,-1,1.8,3,0,-13,20,3,-2

# High-throughput results deposited in PubChem by several laboratories.
